Akt phos inh: inhibitors of Akt phosphorylation. activity change, % for hits at 50 µM. Neuro2A IGF-stimulated pAkt S473 HTRF, 20 min; hits give low values. 0.32% of 360,000 active; in the data active means activity change below about -80%; inconclusive means mostly about -51% to -80%; further: on the % scale 0 is the no-effect control and ±100 the full control effect
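Neuro2A cells (4,500/well, DMEM with 0.5% FBS) were treated with compound at a single 50 µM final concentration, stimulated with 6 nM IGF for 20 min at 37 °C, and lysed. Phospho-Akt Ser473 was read by HTRF as 665/615 ratio ×10^4.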
DRD3 antagonist: antagonists of human D3 dopamine receptor. AID 652054. max response, negative = inhibition, %. D3R cells, DiscoveRx beta-arrestin luminescence, antagonist mode; hits give low values. 2.5% of 360,000 active. P35462; in the data active means max response below about -50%; inconclusive means no clear call, values can overlap the other calls; further: on the % scale 0 is the no-effect control and ±100 the full control effect; mostly tested at two doses, the higher about 12 µM
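Cells plated overnight at 1500 cells/well, then exposed to library compounds with dopamine controls for 90 minutes at 37 degrees C. DiscoveRx reagent added for 30–60 minutes at room temperature; luminescence read, quantitative HTS format.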
FUS suppressor: rescues growth of FUS-expressing yeast; S. cerevisiae FUS-expressing, growth rescue, OD600, 24 h; Potency, µM (top dose mostly 76.6 µM), inactives show top-dose growth rescue (activation), most hits filed as activators; 0.24% of 390,000 active;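 further: potency means the concentration at half of the fitted maximal effect; plate controls were DMSO vehicle for no effect and reference control for full effect; nearly all actives have a fitted effect of over 55% in size; some results filed as inactive show a strong effect at the top dose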
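Quantitative HTS measuring growth restoration of FUS-toxic yeast. Galactose-induced cells (OD 0.005) were exposed 24hr at 30C to compounds at several concentrations, then absorbance at 600 nm was recorded.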
PTHR1 ag: agonists of human PTHR1 parathyroid hormone receptor. 0.075% of 410,000 active. HEK293 GP2 PTHR1 cells, GloSensor cAMP luminescence, 1 h. Potency, µM (series often up to 115 µM), inactives show at the top dose activation, most hits filed as activators. Q03431; further: potency means the concentration at half of the fitted maximal effect; nearly all actives have a fitted effect of over 55% in size; some results filed as inactive show a strong effect at the top dose; inactives centre near -15; many of its hits are not listed in these tables
Target sequence (Q03431 whole entry, looked up): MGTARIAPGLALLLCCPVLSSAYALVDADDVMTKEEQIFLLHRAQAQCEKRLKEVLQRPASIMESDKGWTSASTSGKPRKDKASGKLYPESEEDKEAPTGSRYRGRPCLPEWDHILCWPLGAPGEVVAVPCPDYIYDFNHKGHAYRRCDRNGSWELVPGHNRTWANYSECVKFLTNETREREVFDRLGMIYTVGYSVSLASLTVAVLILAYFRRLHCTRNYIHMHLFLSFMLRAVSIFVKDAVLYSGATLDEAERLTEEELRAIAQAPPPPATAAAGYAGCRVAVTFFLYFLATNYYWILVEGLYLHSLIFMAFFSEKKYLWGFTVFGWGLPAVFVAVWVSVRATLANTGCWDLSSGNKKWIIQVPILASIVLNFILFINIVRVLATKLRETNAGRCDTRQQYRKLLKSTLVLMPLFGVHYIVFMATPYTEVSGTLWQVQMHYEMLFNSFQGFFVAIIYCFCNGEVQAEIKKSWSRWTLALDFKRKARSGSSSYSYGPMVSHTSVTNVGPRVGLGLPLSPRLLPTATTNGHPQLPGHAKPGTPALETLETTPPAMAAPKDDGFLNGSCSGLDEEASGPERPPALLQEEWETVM
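HEK-293-derived GP2 cells expressing PTHR1 and a GloSensor cAMP reporter, 3,000/well, plated overnight, given luciferin plus IBMX (each 0.5 mM as added) for 1 h at 37 °C, then compound for 1 h at 37 °C. Luminescence was read after 15 min at room temperature.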
GLP-1R agonist: activates the human GLP-1 receptor; HEK293 GLP-1R CRE-luciferase, luminescence, 4-6 h; cells express a hypersensitive GLP-1R form; 0.007% of 380,000 active; Potency, µM (titrated, usually from 45.6 µM), inactives show at the highest dose activation, usual class: activators; P43220; further: potency means the concentration at half of the fitted maximal effect; % of control where 0% means no effect
Target sequence (P43220 whole entry, looked up): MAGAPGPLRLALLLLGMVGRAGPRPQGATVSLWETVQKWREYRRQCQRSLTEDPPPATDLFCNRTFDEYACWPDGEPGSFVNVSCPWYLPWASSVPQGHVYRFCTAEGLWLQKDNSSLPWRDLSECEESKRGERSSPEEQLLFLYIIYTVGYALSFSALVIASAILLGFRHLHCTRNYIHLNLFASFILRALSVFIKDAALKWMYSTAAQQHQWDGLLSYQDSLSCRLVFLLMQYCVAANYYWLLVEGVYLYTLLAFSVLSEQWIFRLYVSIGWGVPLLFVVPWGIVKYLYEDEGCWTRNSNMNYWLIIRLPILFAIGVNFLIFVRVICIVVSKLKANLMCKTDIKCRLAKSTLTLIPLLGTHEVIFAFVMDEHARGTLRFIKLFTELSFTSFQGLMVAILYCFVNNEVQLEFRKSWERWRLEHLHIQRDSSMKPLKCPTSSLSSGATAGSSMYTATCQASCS
GLP-1R inv ag: inverse agonists of human GLP-1 receptor. 1.6% of 410,000 active. P43220. HEK293 GLP-1R CRE-luciferase, luminescence, 24 h; GLP-1R form is constitutively active. AID 624417. Potency, µM (highest dose often 38.3 µM), for the others: at the top dose activity change, negative = inhibition, hits mostly inhibitors; further: potency means the concentration at half of the fitted maximal effect; on the % scale 0 is the no-effect control and ±100 the full control effect; nearly all actives have a fitted effect of over 55% in size
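Inverse agonists were sought by their lowering of basal cAMP reporter luciferase output in HEK293 cells stably carrying constitutively active human GLP-1R, after 24 h compound treatment.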
aSyn rescue: alpha-synuclein toxicity inhibition in yeast. Yeast expressing alpha-synuclein, growth rescue, BacTiter-Glo, 24 h. Potency, µM (doses to about 46.1 µM), without a hit: top-dose growth rescue (activation), most hits filed as activators. 0.14% of 370,000 active. AID 652106; further: potency means the concentration at half of the fitted maximal effect; % of control where 0% means no effect; nearly all actives have a fitted effect of over 65% in size
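Galactose-induced alpha-syn yeast (OD600=0.02, raffinose-pregrown) + pinned cpd, 24 hr, 30 deg C; growth by BacTiter-Glo luminescence. Growth restoration scores as activation.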
Abeta yeast res: A-beta toxicity reversal in yeast; yeast expressing A-beta42, growth rescue, OD600, 48 h; response scale: 0% DMSO, 100% iron-clioquinol control; Potency, µM (titrated, usually from 46.1 µM), for inactives: top-dose growth rescue, actives largely listed as activators; 0.063% of 410,000 active; AID 1347071; further: potency means the concentration at half of the fitted maximal effect; nearly all actives have a fitted effect of over 55% in size
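Yeast A-beta toxicity model in growth medium with pinned compounds, 48 h at 30 C; growth read as absorbance at 600 nm. Normalized to FeCl3/clioquinol equimolar mix (positive) and DMSO (negative).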
TDP43 rescue: rescues yeast growth from TDP-43 toxicity; TDP-43 expressing yeast growth rescue, BacTiter-Glo, 24 h; Potency, µM (highest dose often 46.1 µM), inactives show at the highest dose growth rescue (activation), hits mostly activators; 1.8% of 410,000 active; AID 652104; further: potency means the concentration at half of the fitted maximal effect; % of control where 0% means no effect; nearly all actives have a fitted effect of over 50% in size
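Yeast cells expressing TDP-43 under galactose induction are exposed to compounds for 24 hr at 30 deg C. BacTiter-Glo luminescence measures growth, so protective compounds score as activators.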
Starred values were filed as active, the others as inactive; [ ] = another dose, or the depositor's remark. Unless noted, the call rests on the fitted dose curve; in most records, active means well fitted curve in the direction sought with a large enough effect; inconclusive means small, poorly fitted or top-dose-only effect, or another doubt; inactive means no such curve, though single readings can be large; an effect the other way counts as inactive or inconclusive.

`O=C(COc1cccc(C(F)(F)F)c1)NNC(=O)Cn1c(=O)cnc2ccccc21` gave Akt phos inh inactive, DRD3 antagonist 5, PTHR1 ag -32%[inhibitor], GLP-1R agonist -22%, GLP-1R inv ag 0%, aSyn rescue -2%, Abeta yeast res -4% and TDP43 rescue 0%.
For O=C(C/C=N\OCc1ccc([N+](=O)[O-])cc1)Nc1ccc(Br)cc1 the results were Akt phos inh inactive, DRD3 antagonist -12, FUS suppressor 12%, PTHR1 ag -18%, GLP-1R agonist 11%, GLP-1R inv ag 0%, aSyn rescue -5%, Abeta yeast res 2% and TDP43 rescue 0%.
For COC(=O)[C@@H](Cc1ccccc1)NC(=O)[C@H]1O[C@@H](n2cnc3c(N)ncnc32)[C@H](O)[C@@H]1O the results were Akt phos inh inactive, DRD3 antagonist 4, FUS suppressor -20%, PTHR1 ag -9%, GLP-1R agonist -8%, GLP-1R inv ag 32%[activator], aSyn rescue 2%, Abeta yeast res 4% and TDP43 rescue inconclusive.
Screening O=C(COC(=O)/C=C/c1ccc(OC(F)F)cc1)NC(=O)NC1CCCCC1 returned Akt phos inh inactive, DRD3 antagonist 1, PTHR1 ag -16%, GLP-1R agonist 1%, GLP-1R inv ag -8%, aSyn rescue 16%, Abeta yeast res 9% and TDP43 rescue 9%.
For CCOc1ccc(NC(=S)N2CCN(S(=O)(=O)c3ccc(OC)cc3)CC2)cc1 the results were Akt phos inh inactive, DRD3 antagonist inconclusive, PTHR1 ag -20%, GLP-1R agonist -20%, GLP-1R inv ag inconclusive, aSyn rescue 10%, Abeta yeast res 5% and TDP43 rescue 14%.
NC(=O)c1cccnc1Nc1ccccc1Cl was read as Akt phos inh inactive, DRD3 antagonist 2, FUS suppressor -4%, PTHR1 ag inactive, GLP-1R agonist 6%, GLP-1R inv ag 29%, aSyn rescue -22%, Abeta yeast res -10% and TDP43 rescue 5%.
Screening CC(C)c1ccc(OCC(=O)Nc2ccc3oc(=O)ccc3c2)cc1 returned Akt phos inh inactive, DRD3 antagonist -8, FUS suppressor -12%, PTHR1 ag -25%, GLP-1R agonist 19%, GLP-1R inv ag -16%, aSyn rescue 6%, Abeta yeast res 17% and TDP43 rescue 0%.
`Cn1c(=O)c2c(ncn2CC(=O)OCC(=O)c2ccc(Br)cc2)n(C)c1=O` gave Akt phos inh inactive, DRD3 antagonist -11, FUS suppressor -2%, PTHR1 ag inactive, GLP-1R agonist -5%, GLP-1R inv ag -7%, aSyn rescue 4%, Abeta yeast res -50%[inhibitor] and TDP43 rescue inconclusive.
For COc1ccc(CCNC(=O)CCC(=O)N2CCOc3ccc(C)cc32)cc1OC the results were Akt phos inh inactive, DRD3 antagonist -22, FUS suppressor 5%, PTHR1 ag -15%, GLP-1R agonist 8%, GLP-1R inv ag -1%, aSyn rescue -3%, Abeta yeast res -12% and TDP43 rescue -6%.
CC(C)C(C(=O)NCc1ccccc1)N(CC1CCCO1)C(=O)CNS(=O)(=O)c1ccccc1 (stereo unspecified) was read as Akt phos inh inactive, DRD3 antagonist -1, FUS suppressor 0%, PTHR1 ag inactive, GLP-1R agonist 8%, GLP-1R inv ag -18%, aSyn rescue -4%, Abeta yeast res -16% and TDP43 rescue -13%.

Looked up one by one from above, two records:
`O=C(COc1cccc(C(F)(F)F)c1)NNC(=O)Cn1c(=O)cnc2ccccc21` gave Akt phos inh inactive, DRD3 antagonist 5, PTHR1 ag -32%[inhibitor], GLP-1R agonist -22%, GLP-1R inv ag 0%, aSyn rescue -2%, Abeta yeast res -4% and TDP43 rescue 0%.
CC(C)C(C(=O)NCc1ccccc1)N(CC1CCCO1)C(=O)CNS(=O)(=O)c1ccccc1 (stereo unspecified) was read as Akt phos inh inactive, DRD3 antagonist -1, FUS suppressor 0%, PTHR1 ag inactive, GLP-1R agonist 8%, GLP-1R inv ag -18%, aSyn rescue -4%, Abeta yeast res -16% and TDP43 rescue -13%.

New compounds follow
Screening O=c1cc(N2CCN(c3cccc(Cl)c3)CC2)[nH]c(=O)n1C1CCCCC1 returned Akt phos inh inactive, DRD3 antagonist 12, FUS suppressor -12%, PTHR1 ag inactive, GLP-1R agonist -16%, GLP-1R inv ag 51%[activator], aSyn rescue 1%, Abeta yeast res 7% and TDP43 rescue 22%.
`C=CCc1ccc(OCC(O)CN2CCCCC2C)c(OC)c1` (stereo unspecified) gave Akt phos inh inactive, DRD3 antagonist -23, FUS suppressor -3%, PTHR1 ag inactive, GLP-1R agonist -3%, GLP-1R inv ag inconclusive, aSyn rescue 1%, Abeta yeast res 3% and TDP43 rescue 2%.
For C=CCOc1cccc(C(=O)N2CCC(CCC(=O)NC3CC3)CC2)c1 the results were DRD3 antagonist -29, FUS suppressor -14%, PTHR1 ag 6%, GLP-1R agonist 2%, GLP-1R inv ag 2%, aSyn rescue -1%, Abeta yeast res -11% and TDP43 rescue 3%.
Screening COc1ccccc1N(C)S(=O)(=O)c1ccc(C(=O)N2CCC2)cc1 returned Akt phos inh inactive, DRD3 antagonist -1, FUS suppressor 5%, PTHR1 ag inactive, GLP-1R agonist 4%, GLP-1R inv ag -20%, aSyn rescue 12%, Abeta yeast res -8% and TDP43 rescue 9%.
CCOc1ccc(C2=CSC3=NCCN23)cc1 was read as Akt phos inh inactive, DRD3 antagonist 18, FUS suppressor 21%, PTHR1 ag inactive, GLP-1R agonist -1%, GLP-1R inv ag -21%, aSyn rescue 4%, Abeta yeast res 1% and TDP43 rescue 10%.
`Cc1nn(Cc2ccc(F)cc2)c(C)c1NC(=O)c1cnn2c1NC(c1cccs1)CC2C(F)(F)F` (stereo unspecified) gave Akt phos inh inactive, DRD3 antagonist -14, FUS suppressor 28µM*, PTHR1 ag -20%[57.5 µM], GLP-1R agonist 0%, GLP-1R inv ag 0%, aSyn rescue 0%, Abeta yeast res 13% and TDP43 rescue -2%.
CCOc1ccc(S(=O)(=O)N2CCC(C(=O)NCC3CCCO3)CC2)cc1 (stereo unspecified) was read as Akt phos inh inactive, DRD3 antagonist 2, FUS suppressor 8%, PTHR1 ag inactive, GLP-1R agonist 3%, GLP-1R inv ag 1%, aSyn rescue 0%, Abeta yeast res -7% and TDP43 rescue 19%.
For CCOc1ccc(-n2c(SCC(=O)Nc3ccccc3OC)nc3c(oc4ccccc43)c2=O)cc1 the results were FUS suppressor 37%, PTHR1 ag 7%, GLP-1R inv ag 4%, Abeta yeast res 5% and TDP43 rescue 3%.
For CCCCC1(Cc2ccc(OC)c([N+](=O)[O-])c2)C(=O)N(c2ccccc2)N(c2ccccc2)C1=O the results were Akt phos inh inactive, DRD3 antagonist 15, FUS suppressor -1%, PTHR1 ag -5%, GLP-1R agonist 2%, GLP-1R inv ag 1%, aSyn rescue 3%, Abeta yeast res 2% and TDP43 rescue -6%.
For Cc1cccc(CN2CCOCCS2(=O)=O)c1 the results were Akt phos inh inactive, DRD3 antagonist 0, FUS suppressor -14%, PTHR1 ag -12%, GLP-1R agonist 0%, GLP-1R inv ag 9%, aSyn rescue -2%, Abeta yeast res 3% and TDP43 rescue 6%.
Screening O=C(NCc1cccc2ccccc12)c1cccs1 returned Akt phos inh inactive, DRD3 antagonist -26, FUS suppressor -19%, PTHR1 ag -57%[inhibitor], GLP-1R agonist 19%, GLP-1R inv ag -16%, aSyn rescue 3%, Abeta yeast res 6% and TDP43 rescue 13µM*.
`CCOC(=O)[C@]12CCCC=C1N(Cc1cccc3ccccc13)C(=O)[C@H](CC(=O)N1CCN(C(=O)C3CC3)CC1)C2` gave Akt phos inh inactive, DRD3 antagonist 2, FUS suppressor 44%, PTHR1 ag -17%, GLP-1R agonist 3%, GLP-1R inv ag -4%, aSyn rescue 7%, Abeta yeast res 3% and TDP43 rescue 22%.
`COc1cc(OC)cc(C(=O)O/N=C(\N)c2ccncc2)c1` gave Akt phos inh inactive, DRD3 antagonist 0, PTHR1 ag inactive, GLP-1R agonist 5%, GLP-1R inv ag 3%, aSyn rescue 15%, Abeta yeast res -17% and TDP43 rescue -6%.
For COc1ccc2c(CN3CCN(c4ccc(Cl)c(Cl)c4)CC3)cc(=O)oc2c1 the results were Akt phos inh inactive, DRD3 antagonist 0, FUS suppressor 0%, PTHR1 ag inactive, GLP-1R agonist -4%, GLP-1R inv ag 0%, aSyn rescue -11%, Abeta yeast res -10% and TDP43 rescue 27%.
CC(C)OC(=O)CSc1nnc(-c2ccc(Cl)cc2Cl)o1 was read as Akt phos inh inactive, DRD3 antagonist -10, FUS suppressor -4%, PTHR1 ag -11%[57.5 µM], GLP-1R agonist -13%, GLP-1R inv ag 1%, aSyn rescue -4%, Abeta yeast res -1% and TDP43 rescue 14%.
For C/C(=N\NC(=O)c1c(Cl)c(C)nn1C)c1cccc(NC(=O)COc2ccc(Cl)cc2)c1 the results were Akt phos inh inactive, DRD3 antagonist 12, FUS suppressor 20%, PTHR1 ag -32%[inhibitor], GLP-1R agonist -4%, GLP-1R inv ag 0%, aSyn rescue 1%, Abeta yeast res 3% and TDP43 rescue 4%.
Screening Cc1cc(CNC(=O)CCc2nnc(CCCCc3ccccc3)o2)nn1C returned Akt phos inh inactive, DRD3 antagonist 5, FUS suppressor 9%, PTHR1 ag -8%, GLP-1R agonist 12%, GLP-1R inv ag 5%, aSyn rescue -9%, Abeta yeast res 3% and TDP43 rescue -2%.
`O=C(O)c1cccc2c1C(=O)N(C1CCCC1)C2` gave Akt phos inh inactive, DRD3 antagonist 0, FUS suppressor -22%, PTHR1 ag 20%, GLP-1R agonist 7%, GLP-1R inv ag 20%, aSyn rescue -11%, Abeta yeast res -13% and TDP43 rescue -9%.
Screening O=C(/C=C/c1ccccc1)OCCCN=C1NS(=O)(=O)c2ccccc21 returned Akt phos inh inactive, DRD3 antagonist -2, FUS suppressor 8%, PTHR1 ag -4%, GLP-1R agonist 8%, GLP-1R inv ag 8%, aSyn rescue -10%, Abeta yeast res 11% and TDP43 rescue -13%.

This is a subset; rates above refer to the full screens.
